Source: PubChem (several laboratories)
UGM FP inh = blocks M. tuberculosis UGM enzyme | AID 504406 | P9WIQ1 | inhibition, % at 10 µM | 320,000 compounds, 0.06% hits | purified UGM, fluorescence polarization probe displacement; in the data active = inhibition above about 10%, passing the limit was not always enough; inconclusive = no clear call, values can overlap the other calls
FBA Mtb inh = inhibitors of M. tuberculosis fructose-bisphosphate aldolase. P9WQA3. purified M. tuberculosis FBA, fluorescence read-out. inhibition, % at 1 µM. 360,000 compounds, 2.3% hits. AID 588726; in the data active = inhibition above about 27%;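 note: 0% = vehicle and 100% = reference inhibitor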
Mtb BioA inh = blocks M. tuberculosis BioA enzyme activity. purified M. tuberculosis BioA enzyme, plate reader. inhibition, % at 9.99 µM. 360,000 compounds, 0.096% hits. AID 602481; in the data active = inhibition above about 40%; inconclusive = no clear call, values can overlap the other calls
PfHsp40 rescue = restores yeast growth despite PfHsp40 toxicity; S. cerevisiae expressing PfHsp40, growth rescue, ATP luminescence; 340,000 compounds, 0.68% hits; growth rescue, % at 12.5 µM; in the data active = growth rescue above about 28%, passing the limit was not always enough; inconclusive = no clear call, values can overlap the other calls;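 note: yeast W303a lacking pdr1 and pdr3 grown in galactose medium; growth measured after three days at 30 °C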
FadD28 binding = inhibitors of Mycobacterium tuberculosis FadD28 bisubstrate binding. FadD28 bisubstrate probe binding, fluorescence polarization. inhibition, % at 12.5 µM. 360,000 compounds, 0.22% hits. AID 588549; in the data active = inhibition above about 8.5%, passing the limit was not always enough; inconclusive = no clear call, values can overlap the other calls
BoNT A protease = BoNT A light chain protease inhibition; multiplex microsphere protease substrate cleavage, flow cytometry; inhibition, % at 10 µM; 360,000 compounds, 0.17% hits; note: plate controls were buffer without enzyme for full effect and enzyme alone for no effect
BoNT-F LC inh = inhibitors of Botulinum neurotoxin F light chain protease; inhibition, % at 10 µM; 360,000 compounds, 0.22% hits; Multiplex microsphere protease cleavage assay, flow cytometry; in the data active = inhibition above about 35%, passing the limit was not always enough; inconclusive = no clear call, values can overlap the other calls; note: plate controls were buffer without enzyme for full effect and enzyme alone for no effect
GDH-TPI counter = GDH-TPI coupled enzyme inhibition counter-screen. GDH-TPI coupled enzyme counterscreen, NADH absorbance. inhibition, % at 4.8 µM. 360,000 compounds, 1.2% hits; in the data active = inhibition above about 30%;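 note: 0% = DMSO wells and 100% = wells lacking the enzyme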
Anthrax LF prot = blocks Bacillus anthracis lethal factor protease; 360,000 compounds, 0.12% hits; inhibition, % at 10 µM; AID 588501; multiplex microsphere protease cleavage assay, LF; P15917; note: plate controls were buffer without enzyme for full effect and enzyme alone for no effect
Target sequence (P15917 whole entry, looked up): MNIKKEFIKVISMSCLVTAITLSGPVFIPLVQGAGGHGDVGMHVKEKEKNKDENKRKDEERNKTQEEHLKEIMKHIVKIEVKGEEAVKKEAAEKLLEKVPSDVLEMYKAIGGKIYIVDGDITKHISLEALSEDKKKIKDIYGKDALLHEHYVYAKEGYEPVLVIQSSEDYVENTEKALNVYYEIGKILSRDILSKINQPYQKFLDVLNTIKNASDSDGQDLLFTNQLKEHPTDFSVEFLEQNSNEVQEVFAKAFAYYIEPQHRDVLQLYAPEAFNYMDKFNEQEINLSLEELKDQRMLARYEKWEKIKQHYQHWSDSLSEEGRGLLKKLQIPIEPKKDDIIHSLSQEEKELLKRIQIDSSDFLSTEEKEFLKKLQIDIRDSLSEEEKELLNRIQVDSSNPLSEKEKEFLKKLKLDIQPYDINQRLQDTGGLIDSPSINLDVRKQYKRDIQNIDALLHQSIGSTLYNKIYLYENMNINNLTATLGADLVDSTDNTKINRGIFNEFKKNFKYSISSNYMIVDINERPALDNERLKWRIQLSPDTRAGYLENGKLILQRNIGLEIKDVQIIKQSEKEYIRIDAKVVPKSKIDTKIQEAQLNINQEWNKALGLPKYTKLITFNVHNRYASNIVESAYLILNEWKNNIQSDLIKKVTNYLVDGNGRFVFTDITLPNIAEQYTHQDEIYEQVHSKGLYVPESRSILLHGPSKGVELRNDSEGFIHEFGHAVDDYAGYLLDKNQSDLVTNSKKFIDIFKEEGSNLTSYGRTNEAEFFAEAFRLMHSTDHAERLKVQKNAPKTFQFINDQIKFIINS
An asterisk follows results filed as active; ? = inconclusive; · = not tested or not shown. Cut-off read from the data, not from the text of the source, unless noted: active = inhibition above about 30%; inconclusive = no clear call, values can overlap the other calls; inactive = below that.

#1 CC(C)c1ccc(C(=O)CSc2n[nH]c(-c3ccncc3)n2)cc1
#2 CCOc1cc(S(=O)(=O)n2c(C)nc3ccccc32)ccc1F
#3 Cc1ccnc(NC(=O)C2CCN(S(=O)(=O)c3cccc(C(F)(F)F)c3)CC2)c1
#4 C=CCn1c(SCC(=O)NC)nnc1C12CC3CC(CC(C3)C1)C2
#5 CCc1ccc(NC(=O)COC(=O)c2nc3nc(C)cc(C)n3n2)cc1
#6 CCOc1ccc(NC(=S)N2CCCCCC2)cc1
#7 CCOC(=O)C1(CC2CC2)CCN(C(=O)c2cc(OC)nc3ccccc23)CC1
#8 O=P(C(Cl)Cl)(N1CCCCC1)N1CCCCC1
Assay by compound | 1 | 2 | 3 | 4 | 5 | 6 | 7 | 8
UGM FP inh | 0.2 | 1.4 | -3.1 | 2.7 | -0.2 | 1.4 | -1.8 | -0.9
FBA Mtb inh | -8 | -2 | 8 | 0 | 4 | 1 | -1 | 4
Mtb BioA inh | 0.5 | -2.6 | 0.9 | -0.9 | 2.0 | · | 6.4 | 0.7
PfHsp40 rescue | 4.8 | 0.9 | -0.3 | -2.0 | 1.0 | 0.1 | 3.0 | -1.0
FadD28 binding | -5.3 | 0.4 | -1.9 | -2.5 | 0.2 | 0.2 | -4.5 | -1.3
BoNT A protease | 0.2 | 0.2 | -1.9 | -1.3 | -0.7 | 0.0 | 0.6 | 1.6
BoNT-F LC inh | 5 | -2 | 7 | ? | -6 | -7 | -6 | 5
GDH-TPI counter | -2 | -4 | 6 | -3 | 4 | -3 | 1 | -1
Anthrax LF prot | -1 | -4 | 1 | 3 | -8 | -6 | 1 | 6

#9 C=CC(=O)Nc1cccc(N(C)c2ccnc(Nc3ccc(N4CCN(C)CC4)cc3)n2)c1
#10 Cc1nc(SCC(=O)NCc2ccccc2)c2c(=O)n(C)c(=O)n(C)c2n1
#11 COc1cccc(CCN2CCC(CNS(=O)(=O)c3cc(-c4cc(C)no4)ccc3OC)CC2)c1
#12 O=C(COC(=O)/C=C/c1cccs1)Nc1cccc(S(=O)(=O)N2CCCC2)c1
#13 Cc1nn(Cc2ccccc2)c(Cl)c1C(=O)NCCc1ccccc1
#14 CCCC(=O)Nc1ccccc1NC(=O)c1ccc2c(c1)OCO2
#15 O=C(Cn1nnc(-c2ccc3c(c2)OCO3)n1)Nc1ccccc1C(=O)O
#16 O=C(CNC(=O)c1cccc(Cl)c1)Nc1ccc(Br)cc1C(=O)c1ccccc1
Assay by compound | 9 | 10 | 11 | 12 | 13 | 14 | 15 | 16
UGM FP inh | · | 3.3 | 1.4 | 7.0 | 1.0 | -2.4 | 3.6 | 0.8
FBA Mtb inh | 3 | -3 | 0 | 0 | 4 | 0 | 4 | -3
Mtb BioA inh | 9.0 | -1.5 | 0.1 | 1.4 | 3.2 | 0.1 | 0.0 | ·
PfHsp40 rescue | -0.9 | 0.5 | 0.7 | -0.3 | -0.7 | -0.1 | 0.3 | 36*
FadD28 binding | -1.8 | -1.4 | -0.4 | 0.9 | -1.6 | -1.5 | 11* | -4.7
BoNT A protease | 0.0 | -0.3 | -0.1 | -0.3 | 0.1 | 0.0 | -1.6 | -0.2
BoNT-F LC inh | 2 | -2 | -12 | -2 | -4 | -7 | -1 | -6
GDH-TPI counter | 4 | 0 | 3 | 9 | 8 | 9 | 5 | -1
Anthrax LF prot | 2 | 1 | 0 | 0 | -2 | 5 | -2 | -1

#17 Cc1ccc(OCC(=O)Nc2ccc([N+](=O)[O-])cn2)cc1C
#18 Cc1ccc(S(=O)(=O)Nc2ccccc2CNc2cccc(C)n2)cc1
#19 Fc1cccc(F)c1-n1c(CN2CCOCC2)csc1=S
#20 CCCCN(C(=O)CCC(=O)Nc1cc(C)on1)C(C(=O)NC1CCCC1)c1ccc(OCC)cc1 (stereo unspecified)
#21 Cc1ccc(NC(=S)Nc2ccc(F)cc2)cc1C
#22 Cn1ccc(CC(=O)N2CCC(N3CCC(C(=O)N4CCCC4)CC3)CC2)c1
#23 Nc1c(Cl)c(Cl)nc(C(=O)OCC(=O)N2CCCC2=O)c1Cl
#24 O=C(Cn1nnc(-c2ccc3c(c2)OCO3)n1)N1CCOCC1
Assay by compound | 17 | 18 | 19 | 20 | 21 | 22 | 23 | 24
UGM FP inh | 1.8 | -2.7 | -0.8 | -1.0 | 1.1 | 0.0 | 1.2 | 0.8
FBA Mtb inh | 1 | -1 | -2 | -2 | 0 | -2 | -1 | 2
Mtb BioA inh | 0.3 | -0.5 | -0.1 | -0.8 | 0.8 | -1.3 | -2.8 | -2.9
PfHsp40 rescue | 1.2 | -0.9 | -0.9 | 2.5 | 0.5 | -1.7 | 0.4 | -0.1
FadD28 binding | -1.1 | -3.6 | -1.2 | -2.4 | -1.1 | -1.9 | -3.1 | -2.0
BoNT A protease | -0.8 | 0.4 | -0.2 | -0.1 | · | -0.6 | 1.4 | 0.1
BoNT-F LC inh | 3 | 2 | -2 | -1 | · | 3 | 1 | -6
GDH-TPI counter | 16 | -5 | 9 | -6 | 7 | -3 | 0 | 3
Anthrax LF prot | 2 | -1 | 0 | 1 | · | -4 | -2 | 0

Entries of single compounds from above.
CCOc1ccc(NC(=S)N2CCCCCC2)cc1 is listed with UGM FP inh = 1.4; FBA Mtb inh = 1; Mtb BioA inh = ·; PfHsp40 rescue = 0.1; FadD28 binding = 0.2; BoNT A protease = 0.0; BoNT-F LC inh = -7; GDH-TPI counter = -3; Anthrax LF prot = -6
CCOC(=O)C1(CC2CC2)CCN(C(=O)c2cc(OC)nc3ccccc23)CC1 is listed with UGM FP inh = -1.8; FBA Mtb inh = -1; Mtb BioA inh = 6.4; PfHsp40 rescue = 3.0; FadD28 binding = -4.5; BoNT A protease = 0.6; BoNT-F LC inh = -6; GDH-TPI counter = 1; Anthrax LF prot = 1
C=CC(=O)Nc1cccc(N(C)c2ccnc(Nc3ccc(N4CCN(C)CC4)cc3)n2)c1 is listed with UGM FP inh = ·; FBA Mtb inh = 3; Mtb BioA inh = 9.0; PfHsp40 rescue = -0.9; FadD28 binding = -1.8; BoNT A protease = 0.0; BoNT-F LC inh = 2; GDH-TPI counter = 4; Anthrax LF prot = 2

The results go on.
#25 COc1cc(C(C[N+](=O)[O-])c2c(C)cc3ccccn23)ccc1O (stereo unspecified)
#26 Cc1ccc(N=C2N=C(N)c3ccccc32)cc1C
#27 CC(C)CC1(C2CCCC2)NC(=O)NC1=O (stereo unspecified)
#28 COc1ccc(C)cc1-n1cnc2sc(C)c(C)c2c1=O
#29 Brc1ccc(-c2nn3c(-c4ccco4)nnc3s2)o1
#30 Cc1nc(-c2cccc(NC(=O)c3ccc(-n4nccc4C)cc3)c2)cs1
#31 COc1cc2c(cc1OC)C(c1cc(Br)c(OC)c(OC)c1)CC(=O)N2 (stereo unspecified)
#32 CN(Cc1ccccc1)C(=O)CN1CCCC1=O
Assay by compound | 25 | 26 | 27 | 28 | 29 | 30 | 31 | 32
UGM FP inh | 1.4 | 4.0 | · | · | -0.5 | -0.7 | -0.9 | 2.8
FBA Mtb inh | -3 | 4 | -3 | -1 | -1 | -1 | 2 | -1
Mtb BioA inh | 1.3 | 0.3 | -1.2 | 0.6 | 0.8 | · | -0.8 | -1.9
PfHsp40 rescue | -1.4 | 1.0 | 0.0 | · | -1.0 | -0.6 | 0.3 | -0.8
FadD28 binding | -2.2 | -0.4 | -2.6 | -4.0 | -1.9 | -3.0 | -2.0 | -1.3
BoNT A protease | 0.3 | 0.4 | -0.1 | 0.1 | ? | 3.1 | -0.9 | -0.4
BoNT-F LC inh | -11 | -6 | 1 | -6 | 3 | -2 | ? | ?
GDH-TPI counter | 2 | 12 | -7 | 7 | 18 | 5 | 20 | 14
Anthrax LF prot | -2 | -5 | 1 | 7 | -2 | 5 | -16 | -32

#33 Cc1ccc(CCN=c2c([N+](=O)[O-])nn(-c3ccccc3)n2O)cc1
#34 COc1ccc(CCNC(=O)C2CCCN2C(=O)Nc2cccc(C(C)=O)c2)cc1OC (stereo unspecified)
#35 O=C(Nc1ccc2nn(-c3ccc(F)cc3)nc2c1)c1cccnc1
#36 CN(C)NC1=CC(=[N+]2CCCC2)CC(C)(C)C1
#37 COc1ccc(N(CC(=O)NC2CCCC2)C(=O)Cn2nnc(-c3ccc(F)cc3)n2)cc1
#38 CN(C)C(=O)CCc1ccc2c3c([nH]c2c1)[C@]1(C)[C@@H](C(=O)N2CCOCC2)C[C@H](CC(=O)NC(C)(C)C)C(=O)N1CC3
#39 Cc1c[nH]c2cccc(OCC(CNC(C)(C)C)OC(=O)c3ccccc3)c12 (stereo unspecified)
#40 CC(C)NC(=O)c1ccc2sc([C@@H]3O[C@H](CO)[C@H](O)[C@H](O)[C@H]3O)nc2c1
Assay by compound | 33 | 34 | 35 | 36 | 37 | 38 | 39 | 40
UGM FP inh | 2.4 | 2.9 | -0.8 | -1.1 | -2.4 | · | 3.9 | ·
FBA Mtb inh | -4 | 2 | 0 | 1 | 1 | -4 | 2 | -1
Mtb BioA inh | · | -0.6 | · | · | 0.3 | 0.6 | 9.8 | -0.9
PfHsp40 rescue | 10 | 2.8 | 0.3 | -0.3 | 0.3 | -0.1 | 15 | ·
FadD28 binding | -2.7 | -4.6 | -1.8 | 0.0 | -1.9 | -2.7 | 1.5 | -4.3
BoNT A protease | 0.1 | -0.3 | -0.4 | 0.6 | 0.7 | 0.0 | 0.7 | -0.1
BoNT-F LC inh | -4 | -4 | -2 | 0 | 2 | -2 | -58 | 4
GDH-TPI counter | 3 | -1 | 6 | 7 | 4 | 14 | -11 | -4
Anthrax LF prot | -2 | -2 | 0 | -1 | 2 | -9 | -12 | 7

Some values from the results shown:
cpd 33 in FBA Mtb inh has -4
cpd 11 in GDH-TPI counter has 3

The listing continues.
#41 OC(COc1c(Br)cc(Br)cc1Br)CN1CCOCC1 (stereo unspecified)
#42 CCCOC(=O)c1[nH]c2c(c1C)C(=O)CC(c1cc(OC)c(OC)c(OC)c1)C2 (stereo unspecified)
#43 COc1cccc(CNc2ncnc3cc(Cl)ccc23)c1
#44 COc1ccc(C=C2OC(=O)C(C(C)=O)=C2O)cc1
#45 CCc1ccc(CN(C)CCc2ccccn2)cc1
#46 CCC(=NCCN1CCCCC1)c1c(O)n(C)c(=O)n(C)c1=O
#47 COC(=O)C1=C(C)N(c2ccccc2)/C(=C/c2cccs2)C1=O
#48 COc1ccc(-c2noc(CCC(=O)NC3CCCCC3)n2)cc1
Assay by compound | 41 | 42 | 43 | 44 | 45 | 46 | 47 | 48
UGM FP inh | · | -2.8 | · | · | 1.3 | -1.0 | 2.6 | -2.4
FBA Mtb inh | 0 | 0 | 5 | 14 | 2 | 1 | 3 | 4
Mtb BioA inh | 3.2 | 1.1 | · | · | -1.4 | -1.7 | 2.2 | -0.4
PfHsp40 rescue | 0.3 | -1.2 | -1.9 | · | 0.3 | -0.8 | -0.9 | 0.1
FadD28 binding | -3.6 | -2.2 | -2.9 | 6.0 | -2.2 | -2.3 | 0.4 | -2.6
BoNT A protease | 0.5 | -0.4 | 0.0 | -0.1 | ? | 0.6 | 0.0 | -1.2
BoNT-F LC inh | 8 | -7 | -6 | 5 | -1 | -3 | 3 | 3
GDH-TPI counter | 0 | -2 | 6 | 59* | 8 | -6 | 4 | -5
Anthrax LF prot | -2 | -5 | -6 | -3 | -4 | -1 | 0 | -1
